Bioassay records deposited in PubChem BioAssay by National Center for Advancing Translational Sciences (NCATS).
p53ts 39C kill = kills p53ts cells at the nonpermissive temperature. Potency, µM (highest dose often 46.1 µM), for inactives: at the highest dose activity change, negative = cell killing, actives largely listed as cytotoxic. actives 1.5% (n = 130,000). H1299-p53A138V viability at 39C, ATP luminescence, 24 h; also: nearly all actives have a fitted effect of over 55% in size
Imprint erasure = induces erasure of genomic imprints in mouse ES cells; mouse ES Peg3-LacZ reporter, beta-gal luminescence, 40 h; Potency, µM (top dose mostly 60.7 µM), for inactives: at the top dose activity change, positive = activation, usual class: activators; actives 0.02% (n = 110,000);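 also: 0% = negative control wells on the plate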
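Gelatin-coated wells received 300 freshly trypsinized female ES cells with a Peg3LacZ-Neo reporter on the maternal allele, then incubated 40 hours at 37C. BetaGlo was added for 5 minutes at room temperature before a single luminescence read.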
IkB signaling = suppresses IkB signaling in ABC-DLBCL reporter cells. AID 445. actives 0.04% (n = 110,000). Potency, µM (titrated, usually from 57.1 µM), inactives show top-dose IkBa stabilization activation. ABC-DLBCL IkBa-CBG/CBR dual luciferase ratio, 4 h; response scale: scaled: untreated 0%, proteasome inhibitor 100%; active = well fitted curve in the direction sought with a large enough effect in the signal ratio, not every such curve was filed as active; inconclusive = small, poorly fitted or top-dose-only effect, or a change in a side signal; the % refers to the signal ratio;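 also: the direction sought is a rising ratio; 0% = basal untreated cells and 100% = reference inhibitor full response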
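Luminescence ratio of IκBα-fused green versus native red beetle luciferase in OCI-Ly3 cells, 4 h post-doxycycline with compound; red signal alone, scaled from basal (0%) to zero light (-100%), flagged nonspecific or cytotoxic effects.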
p53ts 32C tox = p53ts cell cytotoxicity, permissive temperature | H1299-p53A138V at 32C, ATP luminescence viability, 24 h | Potency, µM (doses to about 46.1 µM), for inactives: top-dose activity change, negative = cytotoxicity, hits mostly cytotoxic | actives 0.93% (n = 130,000) | AID 924;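 also: 0% = DMSO and -100% = full killing by reference compound; nearly all actives have a fitted effect of over 55% in size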
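Viability by ATPlite luminescence after 24 h compound treatment (up to 46 uM) at the permissive 32C. Cells are H1299 carrying p53 A138V. Scale runs from DMSO basal to 100 uM tamoxifen as full kill; AC50 from Hill fits.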
Starred values were filed as active, the others as inactive; u = inconclusive; x = no result given; & = joins results of further samples; [ ] = remark or other dose. Unless noted, calls follow the shape of the dose curve; as a rule, active = well fitted curve in the direction sought with a large enough effect; inconclusive = small, poorly fitted or top-dose-only effect, or another doubt; inactive = no such curve, though single readings can be large; an effect the other way counts as inactive or inconclusive. Unless noted, % is scaled to controls: 0 for no effect and ±100 for the full control effect; potency is read from the fitted curve at half-maximal effect.

Values run as follows: p53ts 32C tox, IkB signaling, Imprint erasure, p53ts 39C kill
> COc1ccc(O)c(C(=O)c2cc(C#N)c(=O)n(-c3c(C)n(C)n(-c4ccccc4)c3=O)c2)c1
 : -1%, 0.7%, -13%, 0%
> Cc1ccc(CCNc2ncnc3onc(C)c23)cc1
 : -16%, u, -22%[10.9 µM], u
> C=CCn1cc(C(=O)NCCOC)c(=O)c2cc(S(=O)(=O)N(CC)CC)ccc21
 : -2%, 2.1%, -10%, 6%
> OC(COc1c(F)cc(Br)cc1F)CN1CCN(c2ccc(F)cc2)CC1 (stereo not drawn)
 : -19%, u, -18%, -5%
> CC(=O)c1ccc(NC(=O)CCn2c(=O)oc3ccccc32)cc1
 : 2%, 1.1%, -6%, -5%
> COc1ccccc1N1CCN(C(=O)CNS(=O)(=O)c2ccc(Br)s2)CC1
 : 5%, 2.4%, -10%[10.9 µM], 16%
> O=C(CN1CCN(C2CCCCC2)CC1)Nc1ccccc1-c1ccccc1
 : -10%, 0.2%, -20%, 10%
> Cc1oc(-c2cccc(Br)c2)nc1CN1CCC(C(=O)NCCc2ccc(Cl)cc2)CC1
 : -2%, u, 21%[10.9 µM], -11%
> Cc1ccc(C2=CC(c3ccccc3F)n3c(nc4ccccc43)N2)cc1C (stereo not drawn)
 : u, u, -15%[10.9 µM], 13µM*
> CN(Cc1ccccc1)c1ncnc2c1cnn2-c1ccccc1
 : u, 1.6%, -28%, u
> S=c1[nH]c2ccccc2s1
 : -10%, -2.0%, -11%&-26%&-14%, -14%
> O=C(Nc1ccc(Cl)cc1)c1cc(S(=O)(=O)N2CCc3ccccc32)ccc1F
 : 1%, u, -12%[10.9 µM], -23%
> CC(=NCc1ccco1)C1=C(O)c2ccccc2C1=O
 : -15%, 0.4%, -11%, -14%
> O=c1c(-c2cccs2)nc2cnc(Oc3ccccc3)nc2n1-c1ccccc1
 : -18%, -1.3%[11.4 µM], x, -1%
> CCOC(=O)Cc1ccc(NC(=O)N(Cc2ccc(CC)cc2)Cc2cn[nH]c2-c2ccc(OC)cc2)cc1
 : 18%, -0.1%, -11%[10.9 µM], -15%
> CNc1cccccc1=S
 : 3%, 0.9%, -8%, -6%
> N#Cc1ccccc1NC(=O)C(=O)NCCc1csc(-c2ccc(C(F)(F)F)cc2)n1
 : -1%, -1.4%, u, u
> CCC(Sc1nncn2c1cc1occc12)C(=O)Nc1ccc(C)c(Cl)c1 (stereo not drawn)
 : 1%, 1.7%, -13%[10.9 µM], -23%
> COc1ccccc1N1CCN(S(=O)(=O)CCNC(=O)COc2ccc(F)cc2)CC1
 : -5%, u, -8%[10.9 µM], -18%
> CCN1C(=O)CC(N2CCC(C(=O)OC)CC2)C1=O (stereo not drawn)
 : 1%, 2.7%, u, 14%

Reprinted from the part before: five compounds, then new ones.
Values run as follows: p53ts 32C tox, IkB signaling, Imprint erasure, p53ts 39C kill
> CNc1cccccc1=S
 : 3%, 0.9%, -8%, -6%
> N#Cc1ccccc1NC(=O)C(=O)NCCc1csc(-c2ccc(C(F)(F)F)cc2)n1
 : -1%, -1.4%, u, u
> CCC(Sc1nncn2c1cc1occc12)C(=O)Nc1ccc(C)c(Cl)c1 (stereo not drawn)
 : 1%, 1.7%, -13%[10.9 µM], -23%
> COc1ccccc1N1CCN(S(=O)(=O)CCNC(=O)COc2ccc(F)cc2)CC1
 : -5%, u, -8%[10.9 µM], -18%
> CCN1C(=O)CC(N2CCC(C(=O)OC)CC2)C1=O (stereo not drawn)
 : 1%, 2.7%, u, 14%
> CC1(C)NC(=O)N(CCOCCOc2cccc(Oc3ccccc3)c2)C1=O
 : -6%, -0.2%, -22%, 6%
> O=C(CN1CCOc2ccccc21)NCc1ccc(Cl)cc1
 : -9%, -0.3%, -13%, -9%
> c1csc(-c2cnc3ccccc3n2)c1
 : -2%, -3.9%, -35%[inhibitor], -8%
> Cc1c(O)ccc2c1OCO2
 : -2%[9.22 µM], x, x, -5%[9.22 µM]
> C#CCOc1ccc(-c2nnc(Nc3ccc(NC(C)=O)cc3)c3ccccc23)cc1
 : -6%, u, -6%[10.9 µM], -23%
> COc1ccc(CNCCSc2nnnn2-c2ccccc2)c(OC)c1
 : -8%, 0.2%, -11%[10.9 µM], -6%
> N#C/C(=C\c1ccc(-c2ccc(C(=O)O)cc2)o1)c1nc2ccccc2[nH]1
 : 6%, u, -2%[10.9 µM], 11%
> Clc1ccc2[nH]c3c(c2c1)CCc1cn[nH]c1-3
 : 21%, -2.4%, -5%, 2%
> CCOC(=O)C1=C(C)N=c2s/c(=C\c3ccncc3)c(=O)n2C1c1ccc2c(c1)OCO2 (stereo not drawn)
 : 8%, 4.6%, -11%, 28%
> Cc1cc(C)c2c(n1)nn1c(N3CCN(c4ccccn4)CC3)cc(C)nc21
 : 6%, -0.2%, -4%, 12%
> Brc1ccc(-c2nnc3sc(CN4CCc5ccccc5C4)cn23)cc1
 : -6%, 0.8%, -1%, -3%
> c1ccc(-c2n[nH]c3c2CCC3)cc1
 : 8%, -3.1%, -9%, 16%
> COc1cccc(CNC(=O)c2ccc3oc(=O)n(Cc4ccccc4)c3c2)c1
 : -4%, u, -20%[10.9 µM], -13%
> CCN(CC)S(=O)(=O)c1ccc2oc(C(=O)N3CCOCC3)c(C)c2c1
 : u, 0.8%, -1%, 14%
> COc1ccc(S(=O)(=O)N2CCC(C(=O)NCc3ccco3)CC2)cc1
 : -8%, 2.8%, -2%, 4%
> Cc1cc(Nc2nc3c(c(=O)n(C)c(=O)n3C)n2C)n(-c2ccccc2)n1
 : -2%, -1.9%, 15%, -7%
> O=C(CN1CCOCC1)Nc1ccc(C2CCCCC2)cc1
 : -6%, -1.2%, -26%, -14%
> CCOC(=O)C1CCN(C(=O)c2ccc3snnc3c2)CC1
 : 10%, 1.1%, -11%, 1%
> CS(=O)(=O)Nc1cccc(-c2nc(NCCN3CCOCC3)c3ccccc3n2)c1
 : -2%, -9.3%[11.4 µM], -14%, 0%
> COc1ccc(Cl)cc1NC(=O)CSc1nc(=O)[nH]c2c1CCCC2
 : -1%, u, 17%[10.9 µM], -17%

More compounds follow:
Values run as follows: p53ts 32C tox, IkB signaling, Imprint erasure, p53ts 39C kill
> c1ccc2c(c1)-c1ccccc1C2N1CC2CCC(CC2)C1
 : 3%[9.22 µM], -0.9%[11.4 µM], 6%[10.9 µM], 6%[9.22 µM]
> CCOc1ccc(OCC)c(NS(=O)(=O)c2ccc3c(c2)CCCN3C(C)=O)c1
 : -3%, -0.7%, -8%[10.9 µM], -30%
> c1ccc(CCNc2ccccn2)nc1
 : -8%[9.22 µM], 1.3%[11.4 µM], -26%[10.9 µM], -7%[9.22 µM]
> Cc1cc(C)c(S(=O)(=O)NCc2cn3c(C)csc3n2)c(C)c1
 : 13%, 1.2%, -14%, 7%
> CCCCn1c(NCc2cc(Br)ccc2O)nc2ccccc21
 : -14%, u, -11%[10.9 µM], -7%
> Cc1nc(N2CCN(Cc3ccccc3)CC2)nc2c1C(=O)CCC2
 : 3%, 9.0%, -16%, 3%
> Cc1ccc(OCCN2C(=O)CSC2=O)cc1
 : -19%, 0.9%, -8%, -7%
> CCCCNC(=O)c1ccc(-c2nc(CN3CCc4ccccc43)c(C)o2)cc1
 : -10%, -2.4%, -17%[10.9 µM], u
> Cc1cccc(C(=O)N(Cc2nc(-c3ccc(Cl)cc3)no2)C(C)C)c1
 : u, 2.4%, 29%[10.9 µM], -8%
> COc1ccc(-c2nc3cnc(N4CCN(C)CC4)nc3n(Cc3cccc(OC)c3)c2=O)cc1
 : -27%, 1.2%[11.4 µM], -23%, u
> C=CCOc1ccc(C(=O)N(Cc2ccc(N(C)C)cc2)C2CCS(=O)(=O)C2)cc1 (stereo not drawn)
 : -1%, 1.8%, -12%, -8%
> COC(=O)C(NC(=O)c1ccco1)(Nc1cc(C)ccn1)C(F)(F)F (stereo not drawn)
 : 4%, x, x, 1%
> CN1CCc2nc3sc(C(=O)Nc4c(F)cccc4F)c(N)c3cc2C1
 : -15%, u, -9%[10.9 µM], 14%
> N#Cc1ccc(CN2CC3(CCN(C(=O)c4csnn4)CC3)C2)cc1
 : -8%, 0.9%[11.4 µM], x, -2%
> CN(C)CCCN1C(=O)C(=O)/C(=C(/O)c2ccc3c(c2)OCCO3)C1c1ccco1 (stereo not drawn)
 : 7%, -2.2%, -3%, 10%
> O=C(c1ccc(COc2c(F)c(F)cc(F)c2F)o1)N1CCN(c2ccccc2)CC1
 : 5%, x, x, 16%
> Cc1c(Cl)cccc1NS(=O)(=O)c1ccc2[nH]cc(C(=O)NC3CCCC3)c(=O)c2c1
 : 4%, u, 21%[10.9 µM], -11%
> NC(=O)c1ccccc1NS(=O)(=O)Cc1ccccc1
 : 6%, 9.5%, 6%, 9%
> CS(=O)(=O)Nc1ccccc1C(=O)N1CCOCC1
 : -1%, 1.3%, -7%, 5%
> CCc1c(C)nc2[nH]nc(-c3ccccc3)n2c1=O
 : -12%, u, -31%[inhibitor], -2%

(further entries)
Values run as follows: p53ts 32C tox, IkB signaling, Imprint erasure, p53ts 39C kill
> O=C(COC(=O)C12CC3CC(CC(O)(C3)C1)C2)NC(=O)NCc1ccco1
 : 2%, 0.7%, 6%, -1%
> COc1cccc(Nc2sc(C(=O)c3ccc(F)cc3)c(N)c2C(=O)NCc2ccc(C)cc2)c1
 : -14%, u, 10%[10.9 µM], u
> CC1CCC2(OC1)OC1CC3C4CC[C@@H]5CC(O)CC[C@@]5(C)C4CC(=O)[C@]3(C)C1C2C (stereo partly drawn)
 : 5%, x, -14%, 1%
> Cc1cc(Cl)ccc1-n1c(CCC(=O)O)ccc1-c1cccs1
 : 2%, u, -10%[10.9 µM], 1%
> Cc1cccc(NC(=O)CN2c3ccccc3S(=O)(=O)c3ccccc32)c1C
 : 5%, 0.6%, -8%[10.9 µM], 0%
> Cc1ccc(C2=[N+]([O-])C3(CCCCC/C3=N\O)N(O)C2(C)C)o1 (stereo not drawn)
 : 4%, 0.6%, 6%, 3%
> O=C(CSc1ncccc1-c1nc2ccccc2[nH]1)NC1CC1
 : 5%, u, -13%, -2%
> COc1cccc(C(=O)NC(=O)Nc2ccc(-n3nc(C(F)(F)F)cc3C(F)(F)F)cc2)c1
 : -2%, -1.9%, -9%[10.9 µM], 7%
> O=C(NC1CCCC1)C1C2C=CC3(CN(Cc4cccs4)C(=O)C13)O2 (stereo not drawn)
 : -5%, 0.3%, -1%, -5%
> Cn1ccnc1SCC(=O)Nc1cccc2ccccc12
 : 8%, -4.8%, -3%, 2%
> O=C(C1CCC(=O)N1Cc1ccccc1Cl)N1CCN(c2cccc(Cl)c2)CC1 (stereo not drawn)
 : -3%, 2.7%, -8%, -18%
> CC(C(=O)NCc1ccccc1)N1C(=O)CN(C)C(=O)c2ccccc21 (stereo not drawn)
 : -4%, -0.4%, -1%, 3%
> Nc1nc(-c2ccccc2Br)cs1
 : -6%, 6.1%, 7%, -9%
> CC1CCc2c(sc3nnn(CCCCOc4ccc(Cl)cc4)c(=O)c23)C1 (stereo not drawn)
 : -1%, -2.5%, 21%[10.9 µM], 8%
> CCN1CCN(C(=O)Cn2c(=O)sc3ccccc32)CC1
 : 5%, 1.4%, -6%, -10%
> Cc1cc(OCC(=O)Nc2ncn[nH]2)ccc1Cl
 : -11%, 5.1%, 9%[10.9 µM], 4%
> COc1ccc(-n2ncc(C(=O)NCCc3ccsc3)c2C2CCN(C(=O)OC(C)(C)C)CC2)cc1
 : 10%, u, 10%[10.9 µM], -2%
> COC(=O)C1=C(C(=O)OC)C2(OC1c1ccccc1C)C(=O)c1ccccc1C2=O (stereo not drawn)
 : 6%, x, x, 26%
> Cc1[nH]nc2c1C(=O)CCC2
 : 7%, -1.7%, -2%, 5%
> NC(=O)c1ccc2c(c1)OCCO2
 : 0%, -0.3%, 2%, 9%
> CCCC(C(=O)NCc1ccco1)N(C(=O)CNS(=O)(=O)c1ccccc1)c1ccccc1OC (stereo not drawn)
 : 21%, 6.6%, x, -9%
> CCOC(=O)N1CCC(NCCNC(=O)c2ccccc2)CC1
 : -6%, -0.5%, -10%, -3%
> CCOc1ccc(CNC(=O)CCCn2nc(C)c3c(C)n(-c4ccc(C)cc4)nc3c2=O)cc1
 : 2%, 0.3%, -9%[10.9 µM], u
